Pf growth 96h = P. falciparum growth inhibition at 96 hour, primary screen for plastid delayed-death inhibitors; P. falciparum luciferase reporter growth, 96 h; Potency, µM (series often up to 28.7 µM), for inactives: top-dose activity change, negative = inhibition, most hits filed as inhibitors; actives 6.9% (n = 320,000); AID 504834
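Luminescence readout: decreased luciferase signal marks inhibited growth of reporter-expressing P. falciparum in infected red cells (2% hematocrit, 0.05% parasitemia final), exposed to compound two generations (96 h, 37 C, 5% CO2).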
TbPYK inhibitor = inhibitors of Trypanosoma brucei pyruvate kinase; Q57TT1; TbPYK enzyme, Kinase-Glo Plus ATP luminescence, 45 min; Potency, µM (series often up to 76.8 µM), inactives show top-dose activity, negative = inhibition, actives largely listed as inhibitors; actives 0.12% (n = 410,000); AID 624173; also: nearly all actives have a fitted effect of over 50% in size
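Luminescence from Kinase-Glo Plus, added after a 45-minute room-temperature reaction, served as the end-point read-out. The enzyme and substrate were preincubated with compound before ADP (130 uM final) initiated turnover. Concentration-effect curves came from normalized qHTS data.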
HCV inh = HCV inhibition | Huh7.5.1 HCVcc-Cre infection, luciferase reporter, 44 h | Potency, µM (highest dose often 41.8 µM), without a hit: top-dose activity change, negative = inhibition, actives largely listed as inhibitors | actives 3.4% (n = 340,000)
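1,000 cells/well; 4 h culture; + compound; + HCVcc-Cre (~0.5 moi); 44 h; luciferase substrate, RT 15 min; read 15 sec.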
LmPK inhibitor = inhibitors of Leishmania mexicana pyruvate kinase | Q27686 | purified LmPK, Kinase-Glo ATP luminescence, 1 h | Potency, µM (titrated, usually from 57.5 µM), inactives show top-dose activity change, negative = inhibition, most hits filed as inhibitors | actives 0.37% (n = 290,000) | AID 1721
Target sequence (Q27686 whole entry, looked up): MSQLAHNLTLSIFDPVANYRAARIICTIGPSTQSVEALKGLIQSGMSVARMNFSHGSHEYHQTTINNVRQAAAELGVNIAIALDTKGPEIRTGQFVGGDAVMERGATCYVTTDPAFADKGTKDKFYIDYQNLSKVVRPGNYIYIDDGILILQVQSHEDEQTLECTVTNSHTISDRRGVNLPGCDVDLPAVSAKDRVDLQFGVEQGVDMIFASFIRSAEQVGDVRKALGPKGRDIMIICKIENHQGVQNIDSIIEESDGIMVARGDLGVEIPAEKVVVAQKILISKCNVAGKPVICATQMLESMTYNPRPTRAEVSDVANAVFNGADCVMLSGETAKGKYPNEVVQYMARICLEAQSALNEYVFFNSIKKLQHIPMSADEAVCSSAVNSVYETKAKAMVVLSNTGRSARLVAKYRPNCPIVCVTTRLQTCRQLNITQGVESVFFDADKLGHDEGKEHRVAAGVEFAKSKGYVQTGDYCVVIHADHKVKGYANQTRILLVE
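ATP generated from ADP (0.1 mM) and PEP (0.5 mM) by 0.1 nM LmPK over 1 h at room temperature (pH 7.2 imidazole buffer) was detected by coupled luciferase luminescence. Values were normalized to uninhibited and no-enzyme wells.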
Sm TGR block = S. mansoni TGR enzyme inhibition | purified TGR, DTNB reduction, TNB absorbance 405 nm | Potency, µM (doses to about 114 µM), for the others: at the highest dose activity change, negative = inhibition, hits mostly inhibitors | actives 3% (n = 360,000) | AID 485364; also: nearly all actives have a fitted effect of over 60% in size
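TGR 20 nM + NADPH 100 uM (dispensed conc.), cpd preinc 15 min RT; start with NADPH (500 uM addition) then DTNB (15 mM addition). Kinetic TNB absorbance, 405 nm filter. Four-parameter Hill fit across titration.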
Pf growth 48h = inhibits P. falciparum growth in the first generation, 48 h | P. falciparum luciferase growth in erythrocytes, 48 h | actives 5.9% (n = 310,000) | Potency, µM (titrated, usually from 28.7 µM), for inactives: at the highest dose activity change, negative = inhibition, actives largely listed as inhibitors
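A one-generation exposure of luciferase-tagged malaria parasites in RPMI 1640/Albumax erythrocyte culture, 37 C and 5% CO2. Inhibition is inferred from decreased luminescence after adding detection reagent.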
Numbers without * were called inactive; ? = inconclusive; nt = no result given; & = joins results of further samples; [ ] = dose if it differs, or a comment. Calls follow the shape of the dose curve; as a rule, active = well fitted curve in the direction sought with a large enough effect; inconclusive = small, poorly fitted or top-dose-only effect, or another doubt; inactive = no such curve, though single readings can be large; an effect the other way counts as inactive or inconclusive. % is scaled to controls: 0 for no effect and ±100 for the full control effect; potency is read from the fitted curve at half-maximal effect.

smiles,Pf growth 96h,TbPYK inhibitor,HCV inh,LmPK inhibitor,Sm TGR block,Pf growth 48h
COc1cc(NS(=O)(=O)c2ccc(NC(C)=O)cc2)ncn1,36%[activator],-4%,7%,-3%,3%,nt
Cc1cccc(-c2cc(C(=O)Nc3cccnc3)c3ccccc3n2)c1,?,-1%,10%,-10%,-11%,?
O=C(C1CCCCN1S(=O)(=O)c1ccccc1)N1CCN(Cc2ccccc2)CC1 (centres undefined),?,-3%,3%,3%,-16%,nt
CC(/C=N/NC(=O)c1cccnc1)=C\c1ccccc1,29%,1%,3%,-2%[11.5 µM],-7%,163%[activator]
CCCOP(=O)(c1ccc(N(C)C)cc1)C(O)c1cc(OC)ccc1OC (centres undefined),-4%,11%,-1%,3%,-8%,-3%
Cc1ccc(NC(=O)CCNC(=O)Cn2cnc3ccccc3c2=O)cc1F,9%,-1%,6%,-6%,66%[activator],-4%
COc1ccc(-c2ccc(SCc3cccnc3)nn2)cc1OC,?,-1%,?,9%,-8%,2%
COCCNC(=O)COc1ccc(Nc2ccccc2)cc1,?,0%,13%,5%,-28%,?
O=C(NC1C/C(=N/O)c2cc3c(cc21)OCO3)C(F)(F)F (centres undefined),9%,1%,3%,5%,2%,0%
O=C(O)c1cc(-c2ccccc2)n(-c2ccc(Cl)cc2)n1,49%[activator],3%,10%,2%,-1%,17%
CNC(=O)COc1ccc(S(=O)(=O)Nc2ccc(C)cc2)cc1,7%,4%,14%,4%,7%,4%
O=C(c1cn[nH]c1)N1CCc2c([nH]c3ccccc23)C1c1c(F)cccc1Cl (centres undefined),?,2%,4%,9%,5%,?
CCOC(=O)c1ccc(NCCc2ccc(OC)c(OC)c2)c(N)c1,?,-5%,11%,-2%,-1%,9.3µM*
O=C(/C=C/c1ccc(Cl)cc1)NCc1ccco1,?,?,1%,-1%,-12%,-30%
CCOc1ccc(C(=O)Nc2ccc(S(=O)(=O)N3CCOCC3)cc2)cc1OCC,?,-6%,?,1%,1%,?
CCCCCC(=O)Nc1ccc(Cc2ccncc2)cc1,12µM*,-10%,-4%,2%,-24%,-19%
Cc1ccc(Oc2cc(C)nc(-c3ccccc3O)n2)cc1,?,2%,-15%,1%,11%,19%
O=C(N/N=C/c1ccccc1[N+](=O)[O-])c1cnccn1,125%[activator],-1%,-6%,-3%,12%,86%[activator]
COc1ccc(C(CNC(=O)COc2ccc(F)cc2Cl)N2CCCCC2)cc1 (centres undefined),?,4%,-9%,nt,0%,?
CCOC(=O)CSc1c(-c2ccccc2)c2cc(Cl)ccc2[nH]c1=O,?,-17%,-8%,0%,-1%,-10%
CCOC(=O)c1c(-c2ccccc2)oc2ccc(O)cc12,65%[activator],1%,2.8µM*,47%,?,51%[activator]
COc1ccc(NC(=O)CN(C)S(=O)(=O)c2ccc3c(c2)n(C)c(=O)c(=O)n3C)cc1,-30%,1%,-2%,-11%,-5%,11%
Clc1ccc2c(c1)C(OC1CN3CCC1CC3)c1ccccc1CS2 (centres undefined),?,4%,10µM*,-3%,0%,?
CCNc1nc(Nc2ccc(C)c(Cl)c2)c2cnn(C)c2n1,-9%,-6%,14µM*,10%,-2%,0%
COc1ccc(CCNC(=O)C2CCCN(S(=O)(=O)c3ccccc3)C2)cc1 (centres undefined),51%[activator],5%,?,-2%,0%,?
COc1ccc(C)cc1NC(=O)CSc1nnc(COc2ccccc2)n1Cc1ccco1,10µM*,-1%,-27%,5%,?,?
CN1C(=O)NC2C1N(S(C)(=O)=O)CCN2S(C)(=O)=O (centres undefined),9%,-4%,24%,2%,11%[11.4 µM],nt
CCOC(=O)c1c(C)c(C(=O)N2CCCCCC2)c(C)n1CC,11%,2%,7%,4%,-3%,?
Cc1cc(Cl)ccc1C(=O)C1CCCN(C(=O)c2snnc2C)C1 (centres undefined),?,20%,19%,10%,16%,-34%
COc1ccc(-n2ccnc(SCC(=O)NCc3ccc(C)cc3)c2=O)cc1Cl,?,2%,-22%,nt,-11%,?
CN(C(=O)CCn1c(=S)oc2ccccc21)c1ccc(F)cc1,?,2%,8%,3%,-22%,-2%
CN(C)C(=O)COc1ncnc2sc(-c3ccccc3)cc12,78%[activator],1%,11%,1%,6%,69%[activator]
Cc1ccc(S(=O)(=O)NC(CC(C)C)C(=O)NCC(c2ccco2)N2CCCCC2)cc1 (centres undefined),32%[activator],6%,-5%,nt,-19%,248%[activator]
Cc1c([N+](=O)[O-])c(C(=O)Nc2ccc3c(c2)OCCO3)nn1C,nt,?,-16%,14µM*,-24%,164%[activator]
COc1ccc(O)c(-c2[nH]ncc2C(=O)c2ccccc2C)c1,7%,-4%,-1%,5%,-23%,?
CC(C)CCN(C(=O)c1ccc(Br)cc1)c1c(N)n(Cc2ccccc2)c(=O)[nH]c1=O,-10%,1%,19%,nt,3%,7%
O=C(c1cc(-c2cccnc2)nc2ccccc12)N1CCCc2ccccc21,10µM*,-2%,?,-1%,-1%,?
O=C1CC(=O)Nc2cc(S(=O)(=O)Nc3ccc(F)cc3Cl)ccc2N1,?,-1%,8%,-2%,7%&8%,3%
C/C(=N\NC(=S)NCC(C)(C)C)c1cc(F)cc(F)c1O,?,-11%,5%,2%,6%,0.29µM*
CCc1ccc(C(=O)OCC(=O)NC2CCCC2)cc1,-11%,-1%,20%,1%,-7%,28%
O=C(Oc1ccc2ccc(=O)oc2c1)c1ccccc1,9.3µM*,0%,9%,-3%,0%,10%
COc1cccc(N2CCN(C(=O)c3cc(C)oc3C)CC2)c1,3%,2%,-16%,nt,-33%,4%
O=C(C1CCC1)N1CCc2cc(S(=O)(=O)Nc3ccc4c(c3)OCO4)ccc21,13%,-12%,?,7%,-4%,?
CCOC(=O)c1ccccc1NC(=O)N[C@@H](C)C(=O)OC,-15%,-1%,20%,2%,-2%,nt
CCn1ncc(NC(=S)Nc2ccc3c(c2)OCO3)c1C(N)=O,-16%[5.75 µM],-7%,6%,2%,-11%,12%
CC(C)c1ccc(OCC(=O)N2CCN(C(=O)c3ccco3)CC2)cc1,?,-1%,13%,2%,-2%,4%
COc1cccc(CN2CC(C(=O)NCCCn3ccnc3C)CCC2=O)c1 (centres undefined),?,1%,11%,-2%,-10%,19%
Cc1cccc(C)c1NC(=O)CN1C(=O)N(C)Cc2ccccc21,-14%[5.75 µM],-1%,18%,-1%,16%,16%
CCCCCn1c(=O)c(C(=O)Nc2ccccc2S(N)(=O)=O)c(O)c2ccccc21,8%,-3%,?,-4%,4%,33%[activator]
CN(CC(=O)OCC(N)=O)S(=O)(=O)c1ccc(Cl)cc1,0%,4%,11%,5%,1%,9%

Four compounds out of the list, arranged by count of non-hydrogen atoms, descending:
smiles,Pf growth 96h,TbPYK inhibitor,HCV inh,LmPK inhibitor,Sm TGR block,Pf growth 48h
CCCCCn1c(=O)c(C(=O)Nc2ccccc2S(N)(=O)=O)c(O)c2ccccc21,8%,-3%,?,-4%,4%,33%[activator]
Cc1cccc(C)c1NC(=O)CN1C(=O)N(C)Cc2ccccc21,-14%[5.75 µM],-1%,18%,-1%,16%,16%
CN(C(=O)CCn1c(=S)oc2ccccc21)c1ccc(F)cc1,?,2%,8%,3%,-22%,-2%
CN(C)C(=O)COc1ncnc2sc(-c3ccccc3)cc12,78%[activator],1%,11%,1%,6%,69%[activator]

Laid out differently: 3 of the compounds above.
O=C1CC(=O)Nc2cc(S(=O)(=O)Nc3ccc(F)cc3Cl)ccc2N1
  Pf growth 96h: ?; TbPYK inhibitor: -1%; HCV inh: 8%; LmPK inhibitor: -2%; Sm TGR block: 7%&8%; Pf growth 48h: 3%

COc1cccc(CN2CC(C(=O)NCCCn3ccnc3C)CCC2=O)c1 (centres undefined)
  Pf growth 96h: ?; TbPYK inhibitor: 1%; HCV inh: 11%; LmPK inhibitor: -2%; Sm TGR block: -10%; Pf growth 48h: 19%

CC(C)CCN(C(=O)c1ccc(Br)cc1)c1c(N)n(Cc2ccccc2)c(=O)[nH]c1=O
  Pf growth 96h: -10%; TbPYK inhibitor: 1%; HCV inh: 19%; LmPK inhibitor: nt; Sm TGR block: 3%; Pf growth 48h: 7%

Other compounds follow.
smiles,Pf growth 96h,TbPYK inhibitor,HCV inh,LmPK inhibitor,Sm TGR block,Pf growth 48h
CCC(CO)Oc1cc(NC(=O)c2cccc(Cl)c2)c2ncn(C(C)C)c2c1 (centres undefined),?,-3%,?,nt,-6%,?
O=c1ccc(Cc2ccc(Cl)cc2)n[nH]1,27%,1%,-1%,-2%,nt,6%
Cc1nn(-c2ccccc2)c2c1C(c1ccc([N+](=O)[O-])cc1)N1C(=N2)C(=O)Nc2ccccc21 (centres undefined),5.9µM*,0%,?,0%,-4%,?
COCCNC(=O)NC12CC3(C)CC(C)(CC(C)(C3)C1)C2,?,0%,27%,0%,6%,-16%
O=C(CCc1nc(-c2ccccc2)c(-c2ccccc2)o1)OCc1ccc(Cl)cc1,4%,-4%,?,3%,-17%,-8%
C=CCc1cccc(C=Nc2cccn3cc(-c4ccccc4)nc23)c1O,6%,-6%,-4%,-25%,0%,92%[activator]
CC1CN(C(=O)CN2C(=O)NC3(CCCCCCC3)C2=O)CC(C)O1 (centres undefined),?,-1%,19%,8%,11%[11.4 µM],nt
CSc1ccccc1OCc1cc(C(=O)NCCC2=CCCCC2)no1,4%,-10%,-18%,1%,4%,0%
Cc1cc(C)nc(NC(=O)c2cccs2)c1,?,-7%,-6%,7%,-29%,64%[activator]
CCOc1ccc(N(Cc2cc3cc(OC)ccc3[nH]c2=O)C(=O)C2CCCO2)cc1 (centres undefined),nt,-2%,13%,1%,4%,-6%
Cn1c(=O)oc2cc(S(=O)(=O)NC3CCN(Cc4ccccc4)CC3)ccc21,?,-4%,-11%,-1%,-1%,21%
Cc1cc(C)n2nc(C)[n+](C)c2n1,-23%,-1%,-1%,-5%,3%,5%
CCOC(=O)C1=C(O)/C(=C\c2ccc(CNS(=O)(=O)c3ccc(Br)cc3)o2)N=C1C,-15%,-23%,-21%,1%,40µM*,-6%

As entered above.
Under LmPK inhibitor, Cc1nn(-c2ccccc2)c2c1C(c1ccc([N+](=O)[O-])cc1)N1C(=N2)C(=O)Nc2ccccc21 (centres undefined) is listed with 0%
Under TbPYK inhibitor, O=C(CCc1nc(-c2ccccc2)c(-c2ccccc2)o1)OCc1ccc(Cl)cc1 is listed with -4%
Under HCV inh, COCCNC(=O)NC12CC3(C)CC(C)(CC(C)(C3)C1)C2 is listed with 27%
Under HCV inh, CC1CN(C(=O)CN2C(=O)NC3(CCCCCCC3)C2=O)CC(C)O1 (centres undefined) is listed with 19%
Under HCV inh, O=c1ccc(Cc2ccc(Cl)cc2)n[nH]1 is listed with -1%
Under Sm TGR block, CCC(CO)Oc1cc(NC(=O)c2cccc(Cl)c2)c2ncn(C(C)C)c2c1 (centres undefined) is listed with -6%

Rows were taken by chance; overall some 16% were active at least once.
